Pf apPOL inh = Pf-apPOL DNA polymerase inhibition | AID 1794808 | Recombinant Pf-apPOL, molecular beacon fluorescence, 1.5 h | 210,000 tested, 0.25% active | inhibition, % at 10 µM
mHTT-CaM PPI inh = inhibitors of human mutant huntingtin-calmodulin interaction; P42858; AlphaScreen His-mHTT/GST-CaM binding, luminescence; inhibition, % at 15 µM; 190,000 tested, 3.6% active; AID 1671202;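 further: 0% = both proteins with DMSO and 100% = one protein alone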
Target sequence (P42858 whole entry, looked up, stated change not applied): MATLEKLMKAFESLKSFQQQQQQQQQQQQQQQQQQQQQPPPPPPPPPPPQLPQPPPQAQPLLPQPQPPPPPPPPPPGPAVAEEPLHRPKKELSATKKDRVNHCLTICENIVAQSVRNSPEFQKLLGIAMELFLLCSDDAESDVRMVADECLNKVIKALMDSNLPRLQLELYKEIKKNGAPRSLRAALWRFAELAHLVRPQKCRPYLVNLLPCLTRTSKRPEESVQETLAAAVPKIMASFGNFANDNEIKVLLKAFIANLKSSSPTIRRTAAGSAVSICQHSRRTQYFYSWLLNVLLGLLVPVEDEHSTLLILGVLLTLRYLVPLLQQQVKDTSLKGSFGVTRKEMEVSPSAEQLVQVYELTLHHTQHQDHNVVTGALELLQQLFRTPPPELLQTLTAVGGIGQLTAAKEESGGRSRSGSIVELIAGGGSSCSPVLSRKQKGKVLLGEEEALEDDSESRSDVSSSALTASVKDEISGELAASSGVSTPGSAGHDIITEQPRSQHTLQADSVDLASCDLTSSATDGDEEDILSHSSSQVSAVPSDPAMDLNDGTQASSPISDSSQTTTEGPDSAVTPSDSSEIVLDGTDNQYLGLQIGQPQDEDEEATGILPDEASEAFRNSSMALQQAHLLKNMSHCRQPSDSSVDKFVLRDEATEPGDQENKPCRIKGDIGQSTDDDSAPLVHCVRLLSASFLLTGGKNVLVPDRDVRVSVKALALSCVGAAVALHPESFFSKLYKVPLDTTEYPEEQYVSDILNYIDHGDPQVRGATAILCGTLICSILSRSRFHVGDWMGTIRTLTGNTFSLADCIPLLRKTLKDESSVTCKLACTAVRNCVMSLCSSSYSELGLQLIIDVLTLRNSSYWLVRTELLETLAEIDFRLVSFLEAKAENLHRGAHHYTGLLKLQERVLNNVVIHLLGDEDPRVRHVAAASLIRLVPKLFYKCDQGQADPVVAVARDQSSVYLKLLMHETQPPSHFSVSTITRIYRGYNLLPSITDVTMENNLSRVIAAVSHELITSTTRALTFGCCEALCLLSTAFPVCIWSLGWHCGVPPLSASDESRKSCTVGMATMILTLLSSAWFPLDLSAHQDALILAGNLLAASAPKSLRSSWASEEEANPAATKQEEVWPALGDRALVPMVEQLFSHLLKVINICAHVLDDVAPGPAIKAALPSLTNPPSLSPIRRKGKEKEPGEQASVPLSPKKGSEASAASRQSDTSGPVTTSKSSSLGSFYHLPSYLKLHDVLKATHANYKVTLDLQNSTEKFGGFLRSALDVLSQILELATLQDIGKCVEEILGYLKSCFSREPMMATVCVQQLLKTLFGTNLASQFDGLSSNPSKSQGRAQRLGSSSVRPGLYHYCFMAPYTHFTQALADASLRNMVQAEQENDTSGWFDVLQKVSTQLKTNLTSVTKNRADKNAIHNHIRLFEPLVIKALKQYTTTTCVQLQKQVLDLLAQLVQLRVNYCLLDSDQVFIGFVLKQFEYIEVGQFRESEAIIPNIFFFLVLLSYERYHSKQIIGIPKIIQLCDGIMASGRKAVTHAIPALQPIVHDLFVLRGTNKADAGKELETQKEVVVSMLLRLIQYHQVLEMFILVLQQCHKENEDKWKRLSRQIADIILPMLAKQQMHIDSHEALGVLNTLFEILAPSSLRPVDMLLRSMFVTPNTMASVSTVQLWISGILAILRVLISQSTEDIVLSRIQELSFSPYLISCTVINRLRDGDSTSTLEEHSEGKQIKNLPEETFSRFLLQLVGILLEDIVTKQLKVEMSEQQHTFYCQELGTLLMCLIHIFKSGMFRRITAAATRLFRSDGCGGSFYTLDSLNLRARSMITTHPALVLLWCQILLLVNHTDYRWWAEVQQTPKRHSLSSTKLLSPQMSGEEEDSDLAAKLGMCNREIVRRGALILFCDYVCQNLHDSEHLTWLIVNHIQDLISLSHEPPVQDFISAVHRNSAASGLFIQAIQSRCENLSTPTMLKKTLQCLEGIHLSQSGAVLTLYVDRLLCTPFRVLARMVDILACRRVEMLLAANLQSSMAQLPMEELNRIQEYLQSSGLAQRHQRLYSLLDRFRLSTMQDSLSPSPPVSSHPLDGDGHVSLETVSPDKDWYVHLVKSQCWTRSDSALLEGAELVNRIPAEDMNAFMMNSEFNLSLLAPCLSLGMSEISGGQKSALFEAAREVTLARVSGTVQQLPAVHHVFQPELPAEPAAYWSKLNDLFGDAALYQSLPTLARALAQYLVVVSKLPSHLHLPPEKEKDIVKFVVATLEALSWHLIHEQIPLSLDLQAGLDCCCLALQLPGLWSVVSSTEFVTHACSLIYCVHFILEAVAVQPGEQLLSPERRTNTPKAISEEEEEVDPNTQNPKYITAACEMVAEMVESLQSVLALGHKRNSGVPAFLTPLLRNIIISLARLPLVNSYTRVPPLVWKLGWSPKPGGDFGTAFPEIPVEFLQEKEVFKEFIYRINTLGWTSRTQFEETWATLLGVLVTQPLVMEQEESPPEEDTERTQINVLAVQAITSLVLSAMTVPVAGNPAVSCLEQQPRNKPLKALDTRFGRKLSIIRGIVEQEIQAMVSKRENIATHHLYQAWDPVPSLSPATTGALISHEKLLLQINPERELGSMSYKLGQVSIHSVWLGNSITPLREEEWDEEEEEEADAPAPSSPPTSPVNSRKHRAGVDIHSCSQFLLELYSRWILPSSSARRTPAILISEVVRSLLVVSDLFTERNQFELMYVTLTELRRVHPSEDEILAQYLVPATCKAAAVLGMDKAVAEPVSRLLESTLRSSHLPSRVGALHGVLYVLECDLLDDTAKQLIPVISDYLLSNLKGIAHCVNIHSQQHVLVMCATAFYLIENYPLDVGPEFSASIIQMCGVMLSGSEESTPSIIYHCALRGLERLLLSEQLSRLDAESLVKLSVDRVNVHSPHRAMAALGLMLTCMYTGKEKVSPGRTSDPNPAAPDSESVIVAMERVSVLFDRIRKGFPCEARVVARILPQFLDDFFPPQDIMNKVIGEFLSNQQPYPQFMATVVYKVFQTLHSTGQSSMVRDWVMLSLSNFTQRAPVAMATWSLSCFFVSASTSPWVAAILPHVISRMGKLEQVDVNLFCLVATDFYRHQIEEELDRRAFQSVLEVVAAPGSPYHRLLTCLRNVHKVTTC
The depositor's hits bear a star; . = not tested or not shown; & = joins results of further samples. No stated cut-off is given here; in the data, active means inhibition above about 50%; inactive means the rest.

1: COc1cccc(C(=O)Nc2c3c(nn2C(C)(C)C)CSC3)c1OC
2: O=C(NC1CCCCC1)C1CCN(S(=O)(=O)c2ccc(Br)s2)CC1
3: O=C1OC(c2ccco2)=N/C1=C/c1ccccc1Cl
4: O=C(Nc1ncc(Cc2ccccc2)s1)c1ccccc1[N+](=O)[O-]
5: COc1ccc(C2NCCS2)cc1Br (stereo not drawn)
6: Cc1ccccc1-c1nc(-c2ccc(-n3ccnc3)nc2)no1
7: CCOc1ccc(-n2nc3cc(C)c(NC(=O)c4cccnc4)cc3n2)cc1
8: O=C(Nc1ccc(C(F)(F)F)cc1)c1coc(=O)c2ccccc12

screen / no. | 1 | 2 | 3 | 4 | 5 | 6 | 7 | 8
mHTT-CaM PPI inh | 18 | -2 | 0 | 6 | 2&-7 | -8 | -1 | -1
Pf apPOL inh | -7 | 7 | -14 | -8 | 0&3 | -1 | -4 | 6

Arranged by molecular weight (high to low): some entries from above
1: COc1cccc(C(=O)Nc2c3c(nn2C(C)(C)C)CSC3)c1OC
4: O=C(Nc1ncc(Cc2ccccc2)s1)c1ccccc1[N+](=O)[O-]
6: Cc1ccccc1-c1nc(-c2ccc(-n3ccnc3)nc2)no1
3: O=C1OC(c2ccco2)=N/C1=C/c1ccccc1Cl

screen / no. | 1 | 4 | 6 | 3
mHTT-CaM PPI inh | 18 | 6 | -8 | 0
Pf apPOL inh | -7 | -8 | -1 | -14

The list continues.
9: COc1ccc(-c2ccc([C@H]3[C@@H]4C=CCC[C@@]4(C)C(=O)N3Cc3ccccc3)c(F)c2)cc1
10: O=C(NCC1COC2(CCCCC2)O1)c1cc2ccccc2oc1=O (stereo not drawn)
11: N=c1c(C(=O)NC2CCCCC2)cc2c(=O)n3ccccc3nc2n1C1CCCCC1
12: O=C(O)COc1c(Cl)cc(/C=C2\C(=O)NC(=O)N(c3ccc(F)cc3)C2=O)cc1Cl
13: O=C(CSc1nc2[nH]ncc2c(=O)n1-c1ccc(Cl)cc1)NC1CCCCNC1=O (stereo not drawn)
14: O=C(NCC1(O)CCCC1)c1ccccc1Br
15: CCCCC(=O)Nc1cc(Cl)ccc1C(=O)O
16: O=C(Nc1ccc(F)cc1)Nc1nnc(-c2ccc(Cl)cc2Cl)o1

screen / no. | 9 | 10 | 11 | 12 | 13 | 14 | 15 | 16
mHTT-CaM PPI inh | 17 | -1 | -8 | 4 | -2 | -3&-10 | -5 | -12
Pf apPOL inh | -3 | -9 | -2 | 2 | -1 | 4&1 | -4 | -1

17: COc1c(Cl)cc(C(=O)Nc2ccc([N+](=O)[O-])cc2C)cc1Cl
18: Cc1ccnc(NC(c2ccc(F)cc2)c2ccc3cccnc3c2O)c1 (stereo not drawn)
19: Cc1ccc(C(=O)N2Cc3ccccc3CC2C(=O)O)cc1 (stereo not drawn)
20: COc1ccc(SCCc2nnc(-c3ccccc3)o2)cc1
21: CCc1ccc(N2CCN(C(=O)CCc3ccccc3)C(C)C2=O)cc1 (stereo not drawn)
22: CC(C(=O)O)(c1ccccc1)c1ccccc1
23: CC1CC(Nc2ncnc(N)c2[N+](=O)[O-])CC(C)(C)C1 (stereo not drawn)
24: CCN(CC)C(=O)c1cc2c(=O)n(C)c3ccccc3n2n1

screen / no. | 17 | 18 | 19 | 20 | 21 | 22 | 23 | 24
mHTT-CaM PPI inh | -3 | 98* | 53* | . | 10 | 3 | 6&10 | -6
Pf apPOL inh | -1 | 2 | -1 | 1 | -10 | -6 | -9&-4 | -2

Gathered by group: the compounds so far containing bromine
2: O=C(NC1CCCCC1)C1CCN(S(=O)(=O)c2ccc(Br)s2)CC1
5: COc1ccc(C2NCCS2)cc1Br (stereo not drawn)
14: O=C(NCC1(O)CCCC1)c1ccccc1Br

screen / no. | 2 | 5 | 14
mHTT-CaM PPI inh | -2 | 2&-7 | -3&-10
Pf apPOL inh | 7 | 0&3 | 4&1

The listing continues.
25: O=C(NC1CCN(Cc2ccccc2)CC1)c1ccc2c(c1)nc1n2CCCCC1
26: O=C(CSc1ccc(-c2ccccn2)nn1)Nc1nc2ccccc2s1
27: C=CCN1C(=O)/C(=C\c2ccccc2)SC1=Nc1cccc([N+](=O)[O-])c1
28: Cc1ccc2nc(C(=O)N3CCN(c4ccccc4)CC3)cn2c1
29: CCC(Br)C(=O)Nc1cc(OC)ccc1OC (stereo not drawn)
30: O=C(NC1(O)C(=O)c2ccccc2C1=O)c1cccc2c1-c1ccccc1C2=O
31: FC(F)(F)c1cc(Cl)c2c(c1)N=C(c1ccccc1)CC(c1ccccc1)=N2
32: CCCNC(=O)N1CCc2nc(-c3ccccc3)ncc2C1

screen / no. | 25 | 26 | 27 | 28 | 29 | 30 | 31 | 32
mHTT-CaM PPI inh | -4 | 89* | 5 | 0 | -3 | . | . | -9
Pf apPOL inh | 1 | -1 | -11 | -7 | 3 | -7 | -7 | 1

Single entries from the list:
mHTT-CaM PPI inh with CCC(Br)C(=O)Nc1cc(OC)ccc1OC (stereo not drawn) stands at -3
mHTT-CaM PPI inh with O=C(CSc1ccc(-c2ccccn2)nn1)Nc1nc2ccccc2s1 stands at 89*

(next part)
33: COc1cccc(CNC(=O)C2(C)CCCN(C(=O)Nc3ccccc3C(F)(F)F)C2)c1 (stereo not drawn)
34: CSc1ccccc1NC(=O)Cn1nc(C(F)(F)F)cc1C
35: CCOC(=O)CSC(=O)c1sc2ccccc2c1Cl
36: Cc1ccc(S(=O)(=O)c2nc(-c3ccccc3)oc2N(C)C)cc1
37: CCN=C1S/C(=C/c2cn(C(C)=O)nc2-c2ccccc2)C(=O)N1CC
38: O=C(O)c1c2c(nc3c1cnn3C1CCCC1)CCC2
39: CC(=O)Nc1ccc(O)c(C(=O)O)c1
40: O=C1OC(c2ccccc2[N+](=O)[O-])=N/C1=C\c1ccc2c(c1)OCO2

screen / no. | 33 | 34 | 35 | 36 | 37 | 38 | 39 | 40
mHTT-CaM PPI inh | -3 | 4 | . | -4&0 | 3 | -3 | . | -3
Pf apPOL inh | -4 | -2 | -2 | 1&-14 | -4 | . | -4&-5 | 1

Reprinted from the part before: 3 compounds, followed by the next part.
38: O=C(O)c1c2c(nc3c1cnn3C1CCCC1)CCC2
39: CC(=O)Nc1ccc(O)c(C(=O)O)c1
40: O=C1OC(c2ccccc2[N+](=O)[O-])=N/C1=C\c1ccc2c(c1)OCO2
41: Cc1c(Cl)cccc1NC(=O)N1CCOc2ccccc21
42: CN(CC(O)COc1ccc2c(c1)OCO2)C1CCCCC1 (stereo not drawn)
43: CCCCNC(=O)CC1CCN(C(=O)c2ccccc2Cl)CC1
44: CCSc1ccc(C(=O)Nc2cccnc2)cc1[N+](=O)[O-]
45: Cc1nc(-c2ccccc2)nc2c1CC(=O)N2C(C)C
46: Cc1ccc(C(=O)N2CCCCC2c2nc(-c3ccncc3)no2)cc1 (stereo not drawn)
47: O=C(NCCCc1ccccc1)c1cccc(NC(=O)C2CC2)c1
48: Cc1ccc(C(=O)N2CCC3(CC2)NC(=O)N(Cc2ccccc2)C3=O)cc1

screen / no. | 38 | 39 | 40 | 41 | 42 | 43 | 44 | 45 | 46 | 47 | 48
mHTT-CaM PPI inh | -3 | . | -3 | -4 | 4&-13&0&2 | -3 | 19&33 | -8 | 3 | 19 | -4
Pf apPOL inh | . | -4&-5 | 1 | -7 | -2&-3&1&-7 | -8 | -6&-6 | 2 | -6 | -2 | 0

49: O=C(NCc1ccc(F)cc1)c1cn(-c2cccc(F)c2)nn1
50: O=C(CSc1oc(-c2cccs2)nc1S(=O)(=O)c1ccccc1)NC1CCCCC1
51: NS(=O)(=O)c1ccc(CCNC(=O)c2coc(NC(=O)c3cccs3)n2)cc1
52: CCOc1ccc(NC(=O)c2cccc(N3CCNC(c4ccccc4)C3)n2)cc1 (stereo not drawn)
53: CC(O)C1CCN(Cc2cccc(C#N)c2)CC1 (stereo not drawn)
54: CN1CCCn2nc(CNS(=O)(=O)c3cccc(F)c3)cc2C1=O
55: Clc1ccc(SCCCCn2ccnc2)cc1
56: COc1ccc(S(=O)(=O)Nc2nc(C(F)(F)F)cs2)cc1

screen / no. | 49 | 50 | 51 | 52 | 53 | 54 | 55 | 56
mHTT-CaM PPI inh | -6 | 1 | -16 | 22 | -3 | -10 | 9 | 1
Pf apPOL inh | 2 | -6 | 4 | -6 | -1 | -4 | -9 | 1

57: CCN1CC=C2C(C#N)=C(N)C(C#N)(C#N)C(c3ccccc3OC)C2C1 (stereo not drawn)
58: COc1ccc(Nc2ncnc3c2cnn3-c2ccc(Cl)cc2)c(OC)c1
59: CC(C)(C)CC(=O)Nc1ccccc1-c1ccccc1
60: O=S(=O)(CCNCc1ccccc1)NC1CCCCC1

screen / no. | 57 | 58 | 59 | 60
mHTT-CaM PPI inh | 11 | 11 | -6 | -11
Pf apPOL inh | 0 | 0 | -3 | -7

Compounds as they come; about 3.6% have a hit in one of these screens.
